# JMJD2A Tudor: inhibitors of human JMJD2A Tudor domain; Potency, µM (doses to about 114 µM), for the others: top-dose activity change, negative = inhibition, most hits filed as inhibitors; AlphaScreen JMJD2A-Tudor / H3K4me3 peptide binding; AID 504339; actives 4.4% (n = 390,000); also: potency is read from the fitted curve at half-maximal effect; % is scaled to controls: 0 for no effect and ±100 for the full control effect; nearly all actives have a fitted effect of over 50% in size
# BAZ2B block: inhibitors of human BAZ2B bromodomain | Q9UIF8 | AlphaScreen BAZ2B-H3K14Ac peptide displacement | Potency, µM (doses to about 114 µM), without a hit: at the highest dose activity change, negative = inhibition, actives largely listed as inhibitors | actives 4.4% (n = 360,000) | AID 504333; also: potency is read from the fitted curve at half-maximal effect; % is scaled to controls: 0 for no effect and ±100 for the full control effect; nearly all actives have a fitted effect of over 60% in size
#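 In this displacement format the biotinylated H3(5-23) peptide acetylated at Lys14 serves as ligand at 50 nM, with BAZ2B at 50 nM in PBS pH 7.4 containing 0.01% Tween-20. Donor and acceptor beads are 10 ug/mL final.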
# HP1b chromo inh: inhibitors of HP1-beta chromodomain binding to methylated histone tails; Potency, µM (titrated, usually from 114 µM), inactives show at the highest dose activity change, negative = inhibition, usual class: inhibitors; AlphaScreen HP1-beta / biotin-H3K9me3 peptide binding; actives 0.56% (n = 390,000); AID 540317; P83916; also: potency is read from the fitted curve at half-maximal effect; nearly all actives have a fitted effect of over 70% in size; inactives centre near 23
#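 HP1-beta protein (50 nM final) preincubated 30 min at room temperature with biotinylated H3(1-18)K9me3 peptide (50 nM) in PBS pH 7.4, 0.01% Tween-20, then compound added for 30 min. AlphaScreen streptavidin donor/nickel chelate acceptor beads (10 ug/mL final), 30 min dark, luminescence read.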
# G9a inh: G9a (human) methyltransferase inhibition; G9a H3K9 monomethylation, AlphaScreen, 2 h; Q96KQ7; AID 504332; actives 8.8% (n = 350,000); Potency, µM (series often up to 102 µM), for inactives: top-dose activity, negative = inhibition, most hits filed as inhibitors; also: potency is read from the fitted curve at half-maximal effect; % is scaled to controls: 0 for no effect and ±100 for the full control effect; nearly all actives have a fitted effect of over 75% in size
# Target sequence (Q96KQ7 913-1193 limits assumed): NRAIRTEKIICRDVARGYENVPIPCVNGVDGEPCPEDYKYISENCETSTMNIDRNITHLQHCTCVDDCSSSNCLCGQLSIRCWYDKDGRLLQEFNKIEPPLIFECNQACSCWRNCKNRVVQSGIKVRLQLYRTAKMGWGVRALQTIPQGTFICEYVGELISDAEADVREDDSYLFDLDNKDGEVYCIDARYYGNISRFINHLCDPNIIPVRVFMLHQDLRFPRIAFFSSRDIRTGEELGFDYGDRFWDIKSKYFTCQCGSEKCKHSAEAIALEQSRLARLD
#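 Using a bead-based AlphaScreen, monomethylated H3K9 product from 2 h room-temperature reactions (G9a 20 nM, peptide 500 nM, SAM 20 uM) was detected with 0.5 ug/mL rabbit anti-H3K9me1 antibody.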
# Pin1 inh: blocks the human prolyl isomerase Pin1; Pin1 FP peptide displacement, HiFluor488, 10 min; Potency, µM (top dose mostly 115 µM), inactives show at the highest dose activity, negative = inhibition, usual class: inhibitors; actives 0.009% (n = 390,000); Q13526; active = well fitted inhibition curve with a large enough effect in the polarisation, with a control signal flat, not every such curve was filed as active; inconclusive = small, poorly fitted or top-dose-only effect, or effect the other way, or a change in a side signal; inactive = no such curve, though single readings can be large or run the other way; the % refers to the polarisation; also: potency is read from the fitted curve at half-maximal effect; % is scaled to controls: 0 for no effect and ±100 for the full control effect
# Target sequence (Q13526 whole entry, looked up): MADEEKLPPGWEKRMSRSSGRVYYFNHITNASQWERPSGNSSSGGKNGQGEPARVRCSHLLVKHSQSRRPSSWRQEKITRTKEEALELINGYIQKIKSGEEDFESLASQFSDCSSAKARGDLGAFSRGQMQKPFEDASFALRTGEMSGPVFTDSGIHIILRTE
# PI4K2A inh: blocks human PI4K2A kinase activity; Q9BTU6; purified PI4K2A, ADP-Glo luminescence, 1 h; active compounds read low; activity change, negative = inhibition, % at 76.9 µM; actives 0.13% (n = 420,000); in the data active = activity change below about -50%; inconclusive = mostly about -30% to -49%;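 also: -100% = wells without enzyme as full effect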
#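 Compounds are screened against recombinant PI4K2A using PI as substrate and ATP, the latter dispensed at 300 microM. Reactions run one hour at ambient temperature before ADP-Glo detection; full inhibition defined by wells lacking enzyme.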
# Tb PGK inh: inhibitors of T. brucei phosphoglycerate kinase. AID 602233. actives 0.043% (n = 380,000). PGK/GAPDH coupled, Kinase-Glo luminescence, 60 min. Potency, µM (top dose mostly 57.5 µM), inactives show at the highest dose activity change, negative = inhibition, most hits filed as inhibitors. P07378; also: potency is read from the fitted curve at half-maximal effect; % is scaled to controls: 0 for no effect and ±100 for the full control effect; nearly all actives have a fitted effect of over 60% in size
#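 Luminescent ATP detection (Kinase-Glo Plus) follows a 60-minute room-temperature incubation, with wells lacking PGK as controls. Buffer: 100 mM TEA (pH 7.6), 5 mM MgCl2, 0.01% Tween-20. Coupling enzyme GAPDH (100 nM final) supplies unstable 1,3-BPG in-well.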
# GLS inh: blocks human kidney-isoform glutaminase activity; O94925; GLS enzymatic activity, qHTS titration; Potency, µM (doses to about 45.5 µM), for inactives: at the highest dose activity change, negative = inhibition, usual class: inhibitors; actives 0.21% (n = 410,000); also: potency is read from the fitted curve at half-maximal effect; % is scaled to controls: 0 for no effect and ±100 for the full control effect
# Target sequence (O94925 whole entry, looked up, canonical isoform): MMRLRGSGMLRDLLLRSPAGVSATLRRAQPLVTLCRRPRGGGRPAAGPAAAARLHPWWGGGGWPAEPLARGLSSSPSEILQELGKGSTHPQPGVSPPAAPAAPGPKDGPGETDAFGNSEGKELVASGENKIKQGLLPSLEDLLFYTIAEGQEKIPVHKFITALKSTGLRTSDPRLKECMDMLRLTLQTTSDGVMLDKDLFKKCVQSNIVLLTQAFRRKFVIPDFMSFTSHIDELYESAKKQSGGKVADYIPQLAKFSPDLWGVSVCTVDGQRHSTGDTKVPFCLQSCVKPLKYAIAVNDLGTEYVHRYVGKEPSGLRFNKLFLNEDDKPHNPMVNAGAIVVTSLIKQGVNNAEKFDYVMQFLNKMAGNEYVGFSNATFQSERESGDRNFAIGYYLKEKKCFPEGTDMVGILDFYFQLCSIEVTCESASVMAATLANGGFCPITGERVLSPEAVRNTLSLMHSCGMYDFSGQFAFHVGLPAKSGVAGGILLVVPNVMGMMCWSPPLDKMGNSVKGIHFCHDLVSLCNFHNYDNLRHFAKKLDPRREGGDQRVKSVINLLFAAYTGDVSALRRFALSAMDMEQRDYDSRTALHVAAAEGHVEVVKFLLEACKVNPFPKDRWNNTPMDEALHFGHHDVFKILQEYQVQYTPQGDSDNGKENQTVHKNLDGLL
#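 Coupled fluorescence readout: glutamate oxidase/HRP/Amplex Red detect glutamate formed by hKGA from L-glutamine (1 mM solution added). Buffer 45 mM KH2PO4 pH 8.2, 0.02% Tween-20; reads at t0 and 30 min RT.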
# ERG-DNA inh: ERG Ets/DNA interaction inhibition; actives 0.028% (n = 370,000); P11308; Potency, µM (titrated, usually from 76.9 µM), without a hit: at the top dose FP activity, negative = inhibition, usual class: inhibitors; fluorescence polarization, His-ERG Ets domain / labelled DNA; active = well fitted inhibition curve with a large enough effect in the polarisation, with a control signal flat; inconclusive = small, poorly fitted or top-dose-only effect, or effect the other way, or a change in a side signal; inactive = no such curve, though single readings can be large or run the other way; the % refers to the polarisation;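 also: polarization taken with two DNA probes labelled with fluorescein and Texas red; potency is read from the fitted curve at half-maximal effect; % of control where 0% means no effect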
#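 His-tagged ERG Ets domain (1 uM in the protein solution; 300mM KCl, 50mM Tris-HCl, 1mM EDTA, 1mM DTT, pH 7.5) received compound, then a probe mix of 5 nM fluorescein-DNA and 100nM Texas-615-DNA. Fluorescence polarization was read for both dyes.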
# The depositor's hits bear a star; i = inactive; u = inconclusive; x = not tested or not shown; [ ] = another dose, or the depositor's remark. Unless noted, calls follow the shape of the dose curve; as a rule, active = well fitted curve in the direction sought with a large enough effect; inconclusive = small, poorly fitted or top-dose-only effect, or another doubt; inactive = no such curve, though single readings can be large; an effect the other way counts as inactive or inconclusive. Not a hit list. Share with any hit: about 11%.
# Each structure is followed by: JMJD2A Tudor | BAZ2B block | HP1b chromo inh | G9a inh | Pin1 inh | PI4K2A inh | Tb PGK inh | GLS inh | ERG-DNA inh
O=C(CN1CCOCC1)Nc1ccccc1F
 : -2% | -8% | 41%[activator] | u | -4% | -2 | 7% | -2% | -7%
COc1ccc(-c2c(NC(=O)C(C)C)n(C)c3ccccc3c2=O)cc1
 : -7% | 10% | 10% | -6% | -4% | 5 | -9% | 5% | 7%
Cc1cccc(N=C2N=C(N)c3ccccc32)c1
 : -27% | -9% | 17% | 31%[0.501 µM] | 1% | 8 | i | 4% | -4%
COc1cc(NC(=O)CSc2nc(=O)n(CCN3CCOCC3)c3c2CCCC3)cc(OC)c1
 : -17% | 13% | 14% | -31% | 7% | -1 | 4% | 1% | 15%
COc1ccc(OC)c(NC(=O)COC(=O)CN2C(=O)NC3(CCCC3)C2=O)c1
 : -16% | 1% | 14% | 20%[12.7 µM] | -4% | -3 | i | 12% | 7%
COc1ccc(COC(=O)c2nc3nc(C)cc(C)n3n2)cc1F
 : 15% | 9% | 28% | 0%[59 µM] | 3% | -5 | -6% | -4% | -6%
O=C(Cn1nc(Cc2ccncc2)c2ccccc2c1=O)Nc1cccnc1Cl
 : 9% | 4% | 29% | 19%[59 µM] | 1% | 8 | 0% | -8% | -10%
O=C(NC(=S)Nc1cccnc1)c1cccs1
 : u | -23% | 11% | u | 0% | -5 | i | -16% | -2%
CC(C)OCCCNC(=O)Cc1ccc(F)cc1
 : -5% | -3% | 39%[activator] | -2% | 3% | 4 | 0% | 4% | -2%
CCOC(=O)c1ccc(N2C(=O)c3n[nH]c(C)c3C2c2ccc(OCC)cc2)cc1 (stereo not drawn)
 : u | x | 29% | -28%[59 µM] | 18% | 1 | -5% | 1% | 2%
CC(=O)c1c(O)cc(=O)n(-c2ccccc2)c1-c1ccc(C)cc1
 : -8% | 7% | 4% | 17%[0.0925 µM] | -3% | -7 | -9% | 11% | 8%
CC(C)c1ccc(S(=O)(=O)N2CCN(C(=O)c3cccc(S(=O)(=O)N4CCOCC4)c3)CC2)cc1
 : -10% | x | 50%[activator] | x | -4% | 1 | 4% | -2% | 7%
O=C(CCCC(=O)OCC(Cl)=C(Cl)Cl)Nc1ccc(F)cc1
 : 18% | 20% | 55%[activator] | -5% | 0% | 13 | i | -4% | -1%
c1ccc(-c2ccc3[nH]ccc3c2)cc1
 : -5% | 14% | 23% | -4%[0.501 µM] | -5% | 1 | 5% | 9% | -2%
COc1cc(NC(=O)CSCc2ccccc2)c(C(=O)O)cc1OC
 : -5% | -22% | 29% | 1% | -7% | 0 | 2% | 1% | 2%
Nc1nc(Nc2ccc(Cl)cc2)nc(NCc2ccco2)c1[N+](=O)[O-]
 : -17% | u | 10% | x | -2% | -3 | i | 0% | 8%
COc1cc(Cl)c(C)cc1NC(=O)COC(=O)C1=COCCO1
 : -12% | 1% | 22% | -48% | 0% | 3 | i | 1% | -9%
CCCOc1ccc(-c2cc(C(F)(F)F)c(C#N)c(SCC(=O)O)n2)cc1
 : -6% | 4% | 59%[activator] | -36% | 8% | 2 | -3% | 2% | 10%
CCOc1cccc(CN2CCC(N3CCC(C(=O)NCC4CCCO4)CC3)CC2)c1 (stereo not drawn)
 : -25% | -13% | 39%[activator] | -1% | 3% | -1 | -1% | -6% | 2%
N#C/C(=C\c1ccccc1)C(=O)NNS(=O)(=O)c1cccc([N+](=O)[O-])c1
 : -23% | x | 1% | x | u | 16 | 3% | 26% | -4%
Cc1ccc(NC(=O)C2CCN(C(=O)c3cnn(-c4ccccc4)c3-n3cccc3)CC2)cc1
 : -17% | -26% | 24% | 10%[59 µM] | 0% | 1 | -9% | 5% | 11%
CCOc1cc(C(C(=O)NCC2CCCO2)N(C(=O)Cn2nnc3ccccc32)c2ccccc2C)ccc1O (stereo not drawn)
 : -12% | 4% | -1% | 2% | -17% | 3 | -3% | -13% | 1%
CCOC(=O)N1CCC(NC(=O)c2cc(S(=O)(=O)N(CC)CC)ccc2F)CC1
 : -6% | 13% | 53%[activator] | -6% | 1% | -3 | x | 2% | x
O=C(/C=C/c1cccc(Cl)c1)c1ccc([N+](=O)[O-])o1
 : u | 10µM* | -11% | u | -3% | -7 | -2% | 22% | 8%
COc1cc(OC)cc(C(=O)Nc2ccc3nc4n(c(=O)c3c2)CCCC4)c1
 : -9% | 4% | 16% | -6% | 1% | -1 | -2% | 0% | 10%
Cc1ccc(S(=O)(=O)Cc2nc3ccccc3c(=O)[nH]2)cc1
 : -6% | -32% | 27% | 33%[59 µM] | 5% | -3 | -10% | -9% | 2%
CC1(C)NC(=O)N(CC(=O)NNC(=O)c2ccccc2F)C1=O
 : -19% | 7% | 25% | 3%[12.7 µM] | 2% | -4 | -9% | 14% | -13%
O=c1c2sccc2nc(SCc2cc(=O)n3cc(Br)ccc3n2)n1Cc1ccccn1
 : -22% | -14% | 6% | u | 2% | 6 | -12% | 0% | 8%
CC(Sc1nnc(N)s1)C(=O)Nc1nccs1 (stereo not drawn)
 : -1% | -4% | 8% | x | -14% | -3 | -11% | 0% | -9%
Cc1ccc(S(=O)(=O)N2c3ccccc3NC(=O)C2CC(=O)Nc2ccccc2)cc1 (stereo not drawn)
 : -14% | -3% | 26% | -21% | 2% | 10 | 6% | 14% | -7%

# In the list so far, these contain a thiophene ring, fused or not.
# Each structure is followed by: JMJD2A Tudor | BAZ2B block | HP1b chromo inh | G9a inh | Pin1 inh | PI4K2A inh | Tb PGK inh | GLS inh | ERG-DNA inh
O=C(NC(=S)Nc1cccnc1)c1cccs1
 : u | -23% | 11% | u | 0% | -5 | i | -16% | -2%
O=c1c2sccc2nc(SCc2cc(=O)n3cc(Br)ccc3n2)n1Cc1ccccn1
 : -22% | -14% | 6% | u | 2% | 6 | -12% | 0% | 8%

# The listing picks up, starting 4 compounds before the break.
# Each structure is followed by: JMJD2A Tudor | BAZ2B block | HP1b chromo inh | G9a inh | Pin1 inh | PI4K2A inh | Tb PGK inh | GLS inh | ERG-DNA inh
CC1(C)NC(=O)N(CC(=O)NNC(=O)c2ccccc2F)C1=O
 : -19% | 7% | 25% | 3%[12.7 µM] | 2% | -4 | -9% | 14% | -13%
O=c1c2sccc2nc(SCc2cc(=O)n3cc(Br)ccc3n2)n1Cc1ccccn1
 : -22% | -14% | 6% | u | 2% | 6 | -12% | 0% | 8%
CC(Sc1nnc(N)s1)C(=O)Nc1nccs1 (stereo not drawn)
 : -1% | -4% | 8% | x | -14% | -3 | -11% | 0% | -9%
Cc1ccc(S(=O)(=O)N2c3ccccc3NC(=O)C2CC(=O)Nc2ccccc2)cc1 (stereo not drawn)
 : -14% | -3% | 26% | -21% | 2% | 10 | 6% | 14% | -7%
Cc1occc1C(=O)Nc1cccc(C(=O)NCc2ccccc2)c1
 : -23% | -25% | 2% | u | 4% | 6 | -10% | 2% | 1%
CC(=O)c1cccc(NC(=O)N2CCc3ccccc3C2)c1
 : -10% | 3% | 17% | -3%[12.7 µM] | -2% | -1 | -3% | 17% | -1%
CCCCCCCC(=O)Nc1cc(C(=O)NCCC)ccc1N1CCC2(CC1)CC(c1cccc(Br)c1)=NO2
 : u | -17% | 35% | 3%[2.33 µM] | 23% | 9 | -1% | -7% | -10%
COc1ccc(Cn2ccnc2SCC(=O)Nc2ccc3c(c2)OCCO3)cc1
 : -31% | -39% | 4%[57 µM] | -9%[59 µM] | 7% | 2 | -6% | 6% | -1%
COc1ccc(C(=O)NNC(=S)NC(=O)c2ccc(OC)cc2)cc1
 : -22% | 2% | 54%[activator] | x | -12% | -2 | -4% | 41%[activator] | 0%
COc1ccc2nc(NC(=O)c3cc(=O)c4ccccc4o3)sc2c1
 : -34% | 0% | 58%[activator] | -32%[59 µM] | u | -1 | -6% | -10% | -1%
O=C(Cc1ccc(F)cc1)Nc1cccc(S(=O)(=O)N2CCCC2)c1
 : -16% | -3% | 3% | -34% | -6% | -1 | -4% | -4% | -4%
COc1ccc(OC)c(NC(=O)c2cc3c(Cl)nc4ccccc4c3s2)c1
 : -1% | 4% | 41% | 3%[59 µM] | u | 0 | 6% | 12% | 7%
O=C(CCc1nnc(C2CCCCC2)o1)NCc1cccc(-n2cccn2)c1
 : -10% | 10% | 22% | x | -1% | -4 | -9% | 3% | 1%
CC(=O)c1ccc(NC(=O)C2CC2c2ccccc2)cc1 (stereo not drawn)
 : -7% | x | 6% | x | -2% | 1 | 3% | 0% | 5%
O=C(NCC1CCCCC1)c1ccc(F)cc1Cl
 : -3% | -4% | 71%[activator] | -3% | -5% | -1 | -1% | -11% | -6%
Cc1ccc(NC(=O)c2cc3c(=O)n(Cc4ccco4)ccc3nc2C)cc1C
 : u | -28% | 24% | -12%[59 µM] | 0% | -7 | 0% | 1% | 3%
COc1ccc(C(=O)NC(=O)NC2(C(Cl)(Cl)Cl)OCCO2)cc1
 : -10% | u | 34% | 20%[59 µM] | -3% | 2 | 0% | -4% | 11%
CCOC(=O)C1=C(C)NC(C)=C(C(=O)OCCNC(=O)c2cccnc2)C1c1cccc([N+](=O)[O-])c1 (stereo not drawn)
 : u | u | 3% | 10%[59 µM] | -3% | -4 | -1% | 9% | 2%
CN(C)CCN1C(=O)c2oc3ccc(Cl)cc3c(=O)c2C1c1cccc(Br)c1 (stereo not drawn)
 : -7% | -9% | 34%[activator] | 0%[12.7 µM] | -1% | 2 | 9% | 1% | -8%
